Source: PubChem BioAssay (Sanford-Burnham Center for Chemical Genomics)
APJ antag: blocks the human apelin receptor APJ; AID 2521; inhibition, % at 20 µM; CHO-K1 APJ beta-arrestin complementation, luminescence; P35414; 330,000 tested, 0.32% active;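 active = inhibition above about 40% at 20 µM, limit read from the data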;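 note: cells challenged with 10 nM apelin-13 agonist together with compound; plate controls were apelin-13 plus DMSO wells for no effect and DMSO wells lacking apelin-13 for full effect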
Jurkat NFkB inh: lowers PMA/ionomycin-induced NF-kB signal in Jurkat cells. PMA/ionomycin-induced NF-kB luciferase reporter, luminescence. inhibition, % at 4 µM. 330,000 tested, 0.53% active. AID 435003; in the data active = inhibition above about 50%
Gli-Sufu block: antagonists of Gli-Sufu signaling; Sufu-KO-LIGHT fibroblasts, Gli luciferase reporter luminescence; inhibition, % at 5 µM; 340,000 tested, 0.74% active;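 active = inhibition above about 55%, limit read from the data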;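 note: 0% = DMSO-treated cells and 100% = wells with medium but no cells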
CXCR6 inh: inhibitors of human CXCR6 receptor; 360,000 tested, 0.36% active; O00574; CHO-K1 PathHunter CXCR6 beta-arrestin, luminescence; inhibition, % at 20 µM; in the data active = inhibition above about 34%, passing the limit was not always enough;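 note: antagonist mode with CXCL16 agonist at 10 nM final; 0% = 10 nM CXCL16 with DMSO and 100% = unstimulated wells without agonist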
Target sequence (O00574 whole entry, looked up): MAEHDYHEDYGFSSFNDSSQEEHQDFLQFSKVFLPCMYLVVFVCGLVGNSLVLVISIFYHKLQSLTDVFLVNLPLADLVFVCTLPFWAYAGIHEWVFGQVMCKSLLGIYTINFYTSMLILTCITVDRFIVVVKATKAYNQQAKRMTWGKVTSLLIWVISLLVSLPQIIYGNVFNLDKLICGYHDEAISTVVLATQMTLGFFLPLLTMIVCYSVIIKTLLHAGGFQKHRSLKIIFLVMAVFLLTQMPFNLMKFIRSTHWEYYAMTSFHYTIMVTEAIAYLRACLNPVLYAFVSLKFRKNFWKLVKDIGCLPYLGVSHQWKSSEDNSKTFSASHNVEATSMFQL
EBI2 block: blocks human EBI2 receptor beta-arrestin signaling. P32249. EBI2 beta-arrestin recruitment, luminescence, 7a,25-OHC stimulated. inhibition, % at 5 µM. 360,000 tested, 0.81% active; in the data active = inhibition above about 38%;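 note: enzyme fragment complementation signal reports receptor beta-arrestin coupling in cells; 0% = agonist plus DMSO wells and 100% = wells without agonist; some results beyond the cut were filed as inactive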
Target sequence (P32249 whole entry, looked up, the tested form may be a part): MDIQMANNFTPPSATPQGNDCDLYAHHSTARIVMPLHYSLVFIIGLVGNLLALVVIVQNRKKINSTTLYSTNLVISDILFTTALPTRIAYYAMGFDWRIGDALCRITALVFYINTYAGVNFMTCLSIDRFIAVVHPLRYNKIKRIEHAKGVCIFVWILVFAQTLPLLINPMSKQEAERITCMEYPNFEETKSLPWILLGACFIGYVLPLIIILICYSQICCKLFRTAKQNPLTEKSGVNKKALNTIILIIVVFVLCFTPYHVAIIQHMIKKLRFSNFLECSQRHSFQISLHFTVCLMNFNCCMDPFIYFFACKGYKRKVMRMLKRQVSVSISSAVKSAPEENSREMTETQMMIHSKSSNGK
UBC13 inh: blocks human UBC13 polyubiquitin chain formation | P61088 | inhibition, % at 20 µM | 330,000 tested, 0.47% active | TR-FRET; in the data active = inhibition above about 45%, passing the limit was not always enough
Target sequence (P61088 whole entry, looked up): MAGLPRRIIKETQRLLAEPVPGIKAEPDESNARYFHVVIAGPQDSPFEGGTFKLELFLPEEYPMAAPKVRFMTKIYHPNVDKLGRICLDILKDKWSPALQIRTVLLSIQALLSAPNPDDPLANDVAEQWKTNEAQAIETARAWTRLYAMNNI
CCR6 antag: antagonists of human CCR6 receptor; 340,000 tested, 0.49% active; inhibition, % at 20 µM; P51684; CHO-K1 CCR6 PathHunter beta-arrestin, luminescence, CCL20-stimulated;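 active = compounds whose inhibition of the agonist-driven luminescence signal at 20 µM reaches about 50%, limit read from the data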;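 note: cells stimulated with CCL20 at 14 nM final; plate controls were DMSO with CCL20 for no effect and DMSO without agonist for full effect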
697 NFkB inh: inhibitors of the PMA/ionomycin-induced NF-kB reporter in 697 B cells. 697 B-cell NF-kB luciferase reporter, 16 h. inhibition, % at 4 µM. 330,000 tested, 0.33% active; in the data active = inhibition above about 35%
* = called active by the depositor; nt = not tested or not shown. Outcome played no part in choosing rows. Share with any hit: about 3%.

Short forms – A = APJ antag; B = Jurkat NFkB inh; C = Gli-Sufu block; D = CXCR6 inh; E = EBI2 block; F = UBC13 inh; G = CCR6 antag; H = 697 NFkB inh
canonical_smiles: CCC1=Nc2cc(C(=O)N3CCCCC3)ccc2Sc2ccc(C)cc21
  A: 18.8 | B: 9.2 | C: 0.8 | D: 6.5 | E: 1.4 | F: -5.4 | G: 17.7 | H: 8.5

canonical_smiles: CCOc1ccc(/C=N/Nc2cc(N3CCOCC3)nc(C)n2)c(O)c1
  A: -5.7 | B: 23.5 | C: 6.7 | D: 4.4 | E: 13.9 | F: -3.4 | G: 16.3 | H: 7.0

canonical_smiles: COC(=O)C1CCN(c2cc(=O)n(-c3ccc(OC)cc3)c(=O)[nH]2)CC1
  A: 3.9 | B: 1.0 | C: 2.1 | D: 1.2 | E: -2.4 | F: -3.2 | G: -0.3 | H: 7.4

canonical_smiles: COc1ccc(S(=O)(=O)N(C)CC(=O)O)c2ccccc12
  A: 0.7 | B: 7.3 | C: -26.8 | D: -0.1 | E: 0.1 | F: 9.0 | G: -9.3 | H: 0.9

canonical_smiles: O=C(COc1ccc(F)cc1)N1CCC(Cc2ccccc2)CC1
  A: 23.5 | B: 15.4 | C: -3.0 | D: -4.3 | E: 74.5* | F: 4.7 | G: 3.1 | H: 1.2

canonical_smiles: Cc1ccc(/C=N/NC(=O)c2ccccc2OCc2ccc(F)cc2)o1
  A: 4.9 | B: -12.7 | C: 4.3 | D: -2.4 | E: 1.5 | F: -2.7 | G: 37.8 | H: -2.8

canonical_smiles: CCOC(=O)C(C)Sc1nnc(Cc2cc(=O)[nH]c(=O)[nH]2)n1-c1ccc(OCC)cc1 (stereo not drawn)
  A: -2.2 | B: -8.4 | C: 1.6 | D: -2.8 | E: -0.9 | F: -8.4 | G: 0.7 | H: -3.5

canonical_smiles: COc1ccc(OC)c(S(=O)(=O)NCCS(=O)(=O)N2CCN(c3ccccc3)CC2)c1
  A: -10.1 | B: -5.8 | C: -1.7 | D: -3.2 | E: -11.1 | F: 9.0 | G: 2.9 | H: 4.4

canonical_smiles: COc1ccc(NC2C=CS(=O)(=O)C2)c(OC)c1 (stereo not drawn)
  A: -9.7 | B: 7.4 | C: 4.2 | D: -4.3 | E: -2.8 | F: -5.2 | G: 0.3 | H: -2.5

canonical_smiles: O=C(C[C@@H]1C/C=C\CC[C@H](Cc2ccc(F)cc2)C(=O)OC[C@@H](Cc2ccccc2)NC1=O)NCCO
  A: -2.6 | B: -6.2 | C: -3.8 | D: 0.4 | E: -5.7 | F: 15.9 | G: 7.1 | H: -4.0

canonical_smiles: COc1cc(Cl)ccc1OCc1cc(C(=O)N2CCCC(OC)C2)no1 (stereo not drawn)
  A: -0.5 | B: -117.5 | C: -81.3 | D: 0.9 | E: -1.4 | F: -1.8 | G: -1.7 | H: -107.8

canonical_smiles: CN1CCN(/C=N/c2c(C#N)cnn2-c2ccccc2)CC1
  A: 6.5 | B: 12.6 | C: 12.1 | D: 0.2 | E: -8.6 | F: -4.1 | G: 10.5 | H: 2.7

canonical_smiles: CC1=C/C(=N\OS(=O)(=O)c2ccccc2)C=CC1=O
  A: 28.9 | B: -5.5 | C: 13.2 | D: 62.0* | E: -17.6 | F: -8.2 | G: 80.3* | H: -26.6

canonical_smiles: COc1ccc(S(=O)(=O)Nc2cc(C(=O)NCCCOC(C)C)ccc2N2CCOCC2)cc1
  A: -6.8 | B: -10.8 | C: -4.6 | D: 6.6 | E: 4.8 | F: 0.3 | G: 3.9 | H: 6.9

canonical_smiles: O=S1(=O)CCOC[C@H](c2ccccc2)N1Cc1ccccc1F
  A: -21.1 | B: 16.2 | C: 2.6 | D: -0.8 | E: -9.4 | F: 1.4 | G: 9.6 | H: 10.3

canonical_smiles: CC(NC(=O)c1cccs1)c1nnc(SCc2ccc(Cl)cc2Cl)n1C (stereo not drawn)
  A: -1.1 | B: -5.0 | C: -7.5 | D: 6.4 | E: 3.0 | F: 1.9 | G: -0.3 | H: -20.4

canonical_smiles: Cc1ccc([N+](=O)[O-])cc1NC(=S)NCCc1ccccc1
  A: 20.9 | B: 1.9 | C: -4.4 | D: -13.0 | E: 5.9 | F: 3.2 | G: 13.6 | H: -14.0

canonical_smiles: CCN(CC)CCCNC(=O)c1cc(-c2ccccc2)c(N2CCCCC2)s1
  A: 25.3 | B: 46.8 | C: -0.3 | D: 1.9 | E: 5.8 | F: 43.1 | G: 13.4 | H: -22.3

canonical_smiles: O=C(NC1(Cc2ccccc2)CCN(CCCc2ccccc2)C1=O)c1ccccc1 (stereo not drawn)
  A: -3.8 | B: 9.6 | C: 9.8 | D: 1.3 | E: 15.2 | F: 21.2 | G: 13.2 | H: 1.7

canonical_smiles: O=C(CN1CCC(NC(=O)c2cccc(F)c2)CC1)NCc1cccs1
  A: 13.7 | B: 1.7 | C: 4.8 | D: 0.7 | E: -2.0 | F: 8.0 | G: 16.8 | H: 8.3

canonical_smiles: CCOC(=O)Cn1cc(C(=O)c2ccco2)c2ccccc21
  A: 3.7 | B: 8.5 | C: 3.2 | D: 6.1 | E: 1.5 | F: 2.4 | G: 7.8 | H: -16.2

canonical_smiles: COc1ccc(CCNC(=O)c2nn(C)c3c2CS(=O)(=O)c2ccccc2-3)c(OC)c1
  A: -0.6 | B: 0.8 | C: 17.7 | D: -5.1 | E: 9.4 | F: 1.5 | G: 7.2 | H: -9.7

canonical_smiles: C#CCOCCOCCOCCNc1nc(N2CCN(C(=O)Cn3cc(CC(C)O)nn3)CC2)nc(N2CCN(C(=O)[C@H]([C@@H](C)O)n3cc(CCCCN)nn3)CC2)n1 (stereo partly drawn)
  A: nt | B: nt | C: -15.5 | D: -6.3 | E: -7.9 | F: nt | G: -6.5 | H: nt

canonical_smiles: Cc1cc(N)c(NC2=CC(=O)CC(C)(C)C2)cc1C
  A: 18.5 | B: -28.7 | C: -4.4 | D: -1.2 | E: 5.0 | F: -2.4 | G: 9.9 | H: -24.3

canonical_smiles: C=C1[C@H](C)CN[C@H]1CCO
  A: nt | B: nt | C: -0.6 | D: -1.7 | E: -6.5 | F: nt | G: -14.8 | H: nt

Some of these compounds in order of SMILES length, lowest first:
Short forms – A = APJ antag; B = Jurkat NFkB inh; C = Gli-Sufu block; D = CXCR6 inh; E = EBI2 block; F = UBC13 inh; G = CCR6 antag; H = 697 NFkB inh
canonical_smiles: C=C1[C@H](C)CN[C@H]1CCO
  A: nt | B: nt | C: -0.6 | D: -1.7 | E: -6.5 | F: nt | G: -14.8 | H: nt

canonical_smiles: CCOC(=O)Cn1cc(C(=O)c2ccco2)c2ccccc21
  A: 3.7 | B: 8.5 | C: 3.2 | D: 6.1 | E: 1.5 | F: 2.4 | G: 7.8 | H: -16.2

canonical_smiles: CN1CCN(/C=N/c2c(C#N)cnn2-c2ccccc2)CC1
  A: 6.5 | B: 12.6 | C: 12.1 | D: 0.2 | E: -8.6 | F: -4.1 | G: 10.5 | H: 2.7

canonical_smiles: COc1ccc(S(=O)(=O)N(C)CC(=O)O)c2ccccc12
  A: 0.7 | B: 7.3 | C: -26.8 | D: -0.1 | E: 0.1 | F: 9.0 | G: -9.3 | H: 0.9

canonical_smiles: CCC1=Nc2cc(C(=O)N3CCCCC3)ccc2Sc2ccc(C)cc21
  A: 18.8 | B: 9.2 | C: 0.8 | D: 6.5 | E: 1.4 | F: -5.4 | G: 17.7 | H: 8.5

canonical_smiles: CCOc1ccc(/C=N/Nc2cc(N3CCOCC3)nc(C)n2)c(O)c1
  A: -5.7 | B: 23.5 | C: 6.7 | D: 4.4 | E: 13.9 | F: -3.4 | G: 16.3 | H: 7.0

canonical_smiles: O=C(NC1(Cc2ccccc2)CCN(CCCc2ccccc2)C1=O)c1ccccc1 (stereo not drawn)
  A: -3.8 | B: 9.6 | C: 9.8 | D: 1.3 | E: 15.2 | F: 21.2 | G: 13.2 | H: 1.7

canonical_smiles: COc1ccc(CCNC(=O)c2nn(C)c3c2CS(=O)(=O)c2ccccc2-3)c(OC)c1
  A: -0.6 | B: 0.8 | C: 17.7 | D: -5.1 | E: 9.4 | F: 1.5 | G: 7.2 | H: -9.7

canonical_smiles: CCOC(=O)C(C)Sc1nnc(Cc2cc(=O)[nH]c(=O)[nH]2)n1-c1ccc(OCC)cc1 (stereo not drawn)
  A: -2.2 | B: -8.4 | C: 1.6 | D: -2.8 | E: -0.9 | F: -8.4 | G: 0.7 | H: -3.5

canonical_smiles: O=C(C[C@@H]1C/C=C\CC[C@H](Cc2ccc(F)cc2)C(=O)OC[C@@H](Cc2ccccc2)NC1=O)NCCO
  A: -2.6 | B: -6.2 | C: -3.8 | D: 0.4 | E: -5.7 | F: 15.9 | G: 7.1 | H: -4.0

(next part)
Short forms – A = APJ antag; B = Jurkat NFkB inh; C = Gli-Sufu block; D = CXCR6 inh; E = EBI2 block; F = UBC13 inh; G = CCR6 antag; H = 697 NFkB inh
canonical_smiles: COc1cccc(OCc2cc(C(=O)N(Cc3ccccc3)CC3CC3)no2)c1
  A: -15.1 | B: 4.5 | C: 5.0 | D: 9.9 | E: 9.0 | F: 2.5 | G: 22.8 | H: -18.7

canonical_smiles: COC(=O)c1cc(-c2c(C)oc3cc(OC)ccc3c2=O)c(C)o1
  A: -11.4 | B: 13.6 | C: -4.5 | D: 0.7 | E: 0.2 | F: -2.4 | G: 11.6 | H: -4.0

canonical_smiles: O=S(=O)(CS(=O)(=O)c1ccc(Cl)cc1)c1ccc(Cl)cc1
  A: 2.6 | B: -3.4 | C: 5.8 | D: -2.6 | E: 0.5 | F: 0.5 | G: 5.3 | H: -22.1

canonical_smiles: Cc1c(=O)n(OCc2ccccn2)c2ccccc2[n+]1[O-]
  A: 0.6 | B: 1.1 | C: 3.1 | D: -11.4 | E: -3.4 | F: -13.8 | G: 3.2 | H: 23.1

canonical_smiles: CC(=O)Nc1cccc(NC(=O)C2CCCN2C(=O)Nc2ccc(C)cc2)c1 (stereo not drawn)
  A: -11.3 | B: -11.3 | C: 4.8 | D: 1.0 | E: 25.1 | F: 4.6 | G: 4.3 | H: -4.7

canonical_smiles: COc1ccc(NC(=O)c2ccc3[nH]c(C)c(C)c3c2)c(OC)c1
  A: 0.5 | B: -23.1 | C: -11.6 | D: 0.3 | E: 3.0 | F: 5.8 | G: 0.7 | H: -1.1

canonical_smiles: CCCCNC(=O)NCc1cnn(C)c1C
  A: 8.9 | B: 5.4 | C: 1.6 | D: -5.0 | E: -4.5 | F: 2.3 | G: 11.3 | H: 15.0
